Source: PubChem
SENP8 block-1 = inhibitors of human SENP8 protease. recombinant SENP8, Nedd8 substrate fluorescence. inhibition, % at 20 µM. 0.64% of 360,000 active. AID 602440; in the data active = inhibition mostly above about 40%, no sharp cut-off; inactive = mostly below about 27%
Apaf-1 inh = blocks human Apaf-1 apoptosome activity; O14727; reconstituted apoptosome caspase-3 activity, DEVD-Rh110 fluorescence; inhibition, % at 20 µM; 0.71% of 330,000 active; active = inhibition of at least 40% at 20 µM;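 note: plate controls were DMSO wells for no effect and DEVD-CHO caspase inhibitor wells for full effect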
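Assay system: Apoptosome proteins | Medium: pH 7.5 Hepes buffer with CHAPS, BSA, DTT | Also added: Cytochrome c and DEVD-Rh110 substrate | Times: 30 min plus 50 min, RT | Detection: Rhodamine 110 fluorescence at Ex 480/Em 540 nm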
SENP7 block = blocks the human protease SENP7; inhibition, % at 5 µM; 1.5% of 330,000 active; Q9BQF6; recombinant SENP7, Z-RLRGG-aminoluciferin luminescence, 40 min;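 active = inhibition above about 50% at the single test dose, limit read from the data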;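 note: plate controls were DMSO with enzyme for no effect and no enzyme buffer wells for full effect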
SENP1 FRET inh = SENP1 (human) catalytic domain inhibition; Q9P0U3; recombinant SENP1 catalytic domain, CyPet-SUMO1-YPet FRET cleavage; inhibition, % at 10 µM; 0.21% of 360,000 active; AID 624204;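 active = inhibition at least 30% at 10 µM, raw YFP signal under a set limit, fluorescence ratio 0.5 to 1.5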;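 note: 0% = enzyme with DMSO and 100% = no enzyme wells; some results filed as inactive read as strong as hits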
Target sequence (Q9P0U3 419-644 limits assumed): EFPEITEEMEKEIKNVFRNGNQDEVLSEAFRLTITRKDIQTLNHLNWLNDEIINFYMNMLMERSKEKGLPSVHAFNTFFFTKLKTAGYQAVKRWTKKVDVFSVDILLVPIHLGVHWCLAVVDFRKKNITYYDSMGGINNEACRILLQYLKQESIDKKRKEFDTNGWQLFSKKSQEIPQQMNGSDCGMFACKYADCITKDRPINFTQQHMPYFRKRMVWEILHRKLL
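Compound: 10 µM single point, 0.5% DMSO; Test system: hSENP1 catalytic domain, recombinant; Timing: 50 min reaction at room temperature; Technique: FRET, CFP and YFP emission; Control set: no-enzyme wells low, DMSO-plus-enzyme wells high control.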
HKDC1 inhibitor = blocks human hexokinase HKDC1 activity. Q2TB90. recombinant HKDC1, G6PDH/diaphorase resazurin coupled fluorescence. inhibition, % at 20 µM. 0.16% of 340,000 active;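 active = inhibition above about 35% when tested at 20 µM, limit read from the data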;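 note: plate controls were DMSO wells with enzyme for no effect and DMSO wells lacking enzyme for full effect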
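Test system: recombinant HKDC1 (HK5) hexokinase enzyme, produced in-house / Doses: 20 µM test compound, 1% DMSO / Timing: 90 min, room temperature / Detection: G6PDH/diaphorase-coupled fluorescence, 1 mM NADP, 100 µM resazurin, 525/613 nm / Control set: DMSO wells with and without enzyme mix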
PfGluPho inh = PfG6PD (Plasmodium falciparum) enzyme inhibition; PfGluPho enzyme, NADPH resazurin-diaphorase fluorescence; 0.78% of 350,000 active; inhibition, % at 20 µM;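 active = inhibition reaching at least a set limit at 20 µM in the primary screen, cut at about 59% in these data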;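 note: 0% = DMSO wells with substrate and 100% = DMSO wells lacking glucose-6-phosphate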
SENP6 block = inhibitors of human SENP6 protease; Q9GZR1; inhibition, % at 10 µM; 1.8% of 330,000 active; Recombinant SENP6 catalytic domain, aminoluciferin luminescence; AID 2599;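 active = inhibition above about 50% at the single tested dose, limit read from the data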;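 note: plate controls were DMSO wells with enzyme for no effect and DMSO wells lacking enzyme for full effect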
Target sequence (Q9GZR1 628-1112 limits assumed): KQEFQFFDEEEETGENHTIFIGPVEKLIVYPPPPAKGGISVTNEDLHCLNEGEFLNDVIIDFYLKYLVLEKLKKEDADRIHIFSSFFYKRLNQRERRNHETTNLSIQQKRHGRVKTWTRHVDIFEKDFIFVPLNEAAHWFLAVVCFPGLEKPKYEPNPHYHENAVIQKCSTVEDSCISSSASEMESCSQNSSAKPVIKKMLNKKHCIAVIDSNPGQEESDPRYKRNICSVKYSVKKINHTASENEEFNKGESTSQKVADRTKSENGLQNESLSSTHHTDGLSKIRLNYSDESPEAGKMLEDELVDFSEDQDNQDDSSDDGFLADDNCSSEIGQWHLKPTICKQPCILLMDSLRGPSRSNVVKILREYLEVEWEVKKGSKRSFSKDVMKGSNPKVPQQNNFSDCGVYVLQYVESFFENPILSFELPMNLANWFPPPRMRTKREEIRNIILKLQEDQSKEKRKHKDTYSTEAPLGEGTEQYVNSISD
SENP8 block-2 = blocks the human protease SENP8 | Q96LD8 | purified SENP8, Z-RLRGG-aminoluciferin cleavage, luminescence | inhibition, % at 10 µM | 1.2% of 330,000 active | AID 2540; in the data active = inhibition above about 50%
The depositor's hits bear a star; / = not tested or not shown.

item	smiles	SENP8 block-1	Apaf-1 inh	SENP7 block	SENP1 FRET inh	HKDC1 inhibitor	PfGluPho inh	SENP6 block	SENP8 block-2
1	O=C(CSc1nnc2c(n1)[nH]c1ccccc12)NCc1ccco1	-4	10	-7	0	6	12	-12	-12
2	O=C(CSc1nnc(-c2ccco2)c(-c2ccco2)n1)Nc1ccccc1	36	32	7	3	17	49	1	9
3	c1ccc2cc(-c3csnn3)ccc2c1	26	5	1	1	-5	8	8	-23
4	Cc1ccc(SCC(=O)OCC(=O)NC(C)c2ccc(Br)cc2)cc1 (stereo not drawn)	5	21	1	4	8	-2	-24	-6
5	CCCN(CC(=O)Nc1ccccc1C)C(=O)C1CCN(c2ncnc3sc(C)c(C)c23)CC1	6	49*	13	3	-2	-10	5	-6
6	COc1ccc(Cl)cc1C(=O)N1CCN(c2ccccn2)CC1	-52	-9	1	0	4	-22	-10	3
7	Cc1nnc(SCC(=O)Nc2ccccc2)n(N)c1=O	8	-8	-3	1	-6	15	15	-2
8	O=[N+]([O-])c1ccccc1CSc1ccccn1	17	-3	-5	3	-4	5	-25	-7
9	C=C(C)COc1ccc2c(CC)cc(=O)oc2c1	-156	5	-15	3	0	-1	-11	-15
10	Cc1cccc(C)c1NS(=O)(=O)c1ccc2c(c1)NC(=O)CO2	-4	0	-2	1	10	-2	11	0
11	O=C1CCc2cc(S(=O)(=O)N3CCCC3C(=O)NC3CCCCCCC3)ccc2N1 (stereo not drawn)	1	20	-15	1	-6	7	-22	-12
12	CCOc1cc(N2CCOCC2)c(OCC)cc1NC(=O)c1cccc(N(C)C)c1	-2	6	15	4	5	18	-8	-4
13	CO[C@H]1/C=C/O[C@@]2(C)Oc3c(C)c(O)c4c(O)c(c(C=NN5CCN(C)CC5)c(O)c4c3C2=O)NC(=O)/C(C)=C\C=C\[C@H](C)[C@H](O)[C@@H](C)[C@@H](O)[C@@H](C)[C@H](OC(C)=O)[C@@H]1C	23	0	1	25	6	40	-6	10
14	Cc1ccc(S(=O)(=O)Nc2ccncc2)c(C)c1N(C)S(=O)(=O)c1ccc(F)cc1	14	-4	-1	-1	-6	1	-14	-5
15	Cc1[nH]nc2c1C1(CCOC1C)C(C#N)=C(N)O2 (stereo not drawn)	20	0	4	0	16	-4	5	-1
16	CNC(=O)C(=O)Nc1cc2c3c(c1)C(C)C(=O)N3CCC2 (stereo not drawn)	10	-9	6	-1	-1	-5	-15	-3
17	Nc1ccccc1C(=O)NCC1(c2ccccc2)CCCC1	-313	6	-6	-1	5	7	7	3
18	O=C(Nc1ccc(Cl)cc1)N1CCSC1=NCc1ccccc1	22	-6	2	1	-3	12	8	2
19	Cn1cc(CN2CCc3sccc3C2)c(-c2ccccc2F)n1	9	7	3	-8	-6	-3	-7	-1
20	O=C(CCl)Nc1ncc(S(=O)(=O)c2ccc([N+](=O)[O-])cc2)s1	21	-6	6	-1	14	-16	-7	2
21	COc1ccc(N(C(=O)c2ccc(S(=O)(=O)N3CCCC3)cc2)C2C=CS(=O)(=O)C2)cc1 (stereo not drawn)	6	-1	-4	1	-6	3	7	5
22	CC(CCn1cccn1)NC(=O)c1cc(COc2ccc(F)cc2F)on1 (stereo not drawn)	11	5	-3	3	-4	6	16	20
23	OC(COc1ccccc1)CN1CCCCC1 (stereo not drawn)	0	/	/	0	-9	-16	/	/
24	Cc1cc2ncc(C(=O)Nc3ccccc3)c(C)n2n1	-24	-3	3	-3	-11	-2	2	1
25	CCCCC(=O)NNC(=S)NC(=O)C(c1ccccc1)c1ccccc1	10	9	-12	4	-9	-7	5	-2

Values in list order from the entries so far:
Compounds 11–22 in SENP6 block, in turn: -22, -8, -6, -14, 5, -15, 7, 8, -7, -7, 7, 16

The main list resumes with the 2 entries that preceded the break.
item	smiles	SENP8 block-1	Apaf-1 inh	SENP7 block	SENP1 FRET inh	HKDC1 inhibitor	PfGluPho inh	SENP6 block	SENP8 block-2
24	Cc1cc2ncc(C(=O)Nc3ccccc3)c(C)n2n1	-24	-3	3	-3	-11	-2	2	1
25	CCCCC(=O)NNC(=S)NC(=O)C(c1ccccc1)c1ccccc1	10	9	-12	4	-9	-7	5	-2
26	CC(=O)NCN1CCN(CNC(C)=O)CC1	17	-4	12	3	-6	5	-3	2
27	CN(CC(=O)Nc1ccc(S(N)(=O)=O)cc1)c1ccccc1	7	-1	0	-4	-3	-4	-9	3
28	CCN(CC)c1ccc(S(=O)(=O)N2CCOCC2)cc1NC(=O)COC(=O)/C=C/c1ccc(C)o1	5	25	5	-3	-2	26	2	5
29	N#Cc1cc(C(=O)c2ccccc2O)cn(-c2ccc(Cl)cc2)c1=O	-36	0	6	-26	16	11	7	6
30	CCCCN(C(=O)COC(=O)c1nc2nc(C)cc(C)n2n1)C1CCS(=O)(=O)C1 (stereo not drawn)	5	-3	-9	3	-1	-8	-7	-16
31	CC(=O)c1ccc(Cc2ccccc2)cc1	5	7	-6	3	-6	-9	-6	-11
32	CC(=O)Nc1nnc(CSCc2ccccc2F)s1	7	1	-12	2	-6	1	-10	-6
33	COC(=O)c1ccccc1NC(=O)C1CC(=O)N(c2ccc(OC)cc2)C1 (stereo not drawn)	14	0	5	1	-5	8	12	4
34	Cc1ccc(C(=O)O)cc1N1C(=O)CCCC1=O	2	-1	7	2	-9	1	-13	2
35	CC(C)n1c(O)c(N=NC(=O)CNC(=O)c2cccnc2)c2ccccc21	17	-10	-1	2	0	-16	11	6
36	CC(C)(C)c1cc(-c2n[nH]c(=S)n2-c2ccc(Cl)cc2)n[nH]1	31	2	0	0	-3	30	-10	-6
37	O=C(OC(C(=O)Nc1cccc(C(F)(F)F)c1)c1ccccc1)C1CCCCC1 (stereo not drawn)	21	/	/	5	-7	24	/	/
38	CN(C(=O)c1ccnn1C)C1CCCN(Cc2ccccc2F)C1 (stereo not drawn)	15	-10	5	-1	-1	2	-3	6
39	Clc1ccc(-c2cnc3ccccc3n2)cc1	-4	5	92*	1	-8	7	90*	85*
40	Cn1nc(C(=O)Nc2ccc(S(=O)(=O)N3CCCCC3)cc2)c2ccccc2c1=O	15	12	-2	2	-1	4	3	5
41	CN(CC(=O)Nc1ccc(N2CCOCC2)cc1)Cc1cc(=O)n2ccsc2n1	-11	-1	-7	-14	3	3	2	-7
42	Nc1nonc1-n1nnc(C(=O)N/N=C/c2ccco2)c1CSc1ccccc1	-41	10	-12	0	2	-30	9	-9
43	OC(CN1CCNCC1)Cn1c2ccccc2c2ccccc21 (stereo not drawn)	4	-2	-5	2	-1	6	-9	1
44	COc1cc(OC)c(Cl)cc1N	25	15	-12	3	4	37	-12	-11
45	O=C(Cn1c(=O)c(=O)n(Cc2ccccc2)c2ccc(Cl)cc21)Nc1cccc(F)c1	-390	14	5	-9	-11	-14	3	9
46	CC(Sc1nnc(CN2CCCC2)n1Cc1ccccc1)C(=O)Nc1ccc(F)cc1Cl (stereo not drawn)	-12	/	/	1	-1	8	/	/
47	Oc1ccc2[nH]cnc2c1CN1CCCCC1	20	-8	3	0	-8	-8	9	2
48	O=C(COc1ccc(Cl)cc1Cl)N1CCN(C(=O)c2ccco2)CC1	1	4	-5	1	-4	9	-4	-1

Record cards, from the list above. Order of screens: SENP8 block-1 | Apaf-1 inh | SENP7 block | SENP1 FRET inh | HKDC1 inhibitor | PfGluPho inh | SENP6 block | SENP8 block-2
Listed for `O=C(COc1ccc(Cl)cc1Cl)N1CCN(C(=O)c2ccco2)CC1` → 1 | 4 | -5 | 1 | -4 | 9 | -4 | -1
Listed for `O=C(OC(C(=O)Nc1cccc(C(F)(F)F)c1)c1ccccc1)C1CCCCC1` (stereo not drawn) → 21 | / | / | 5 | -7 | 24 | / | /

Part of the list above in order of count of non-hydrogen atoms, high to low.
item	smiles	SENP8 block-1	Apaf-1 inh	SENP7 block	SENP1 FRET inh	HKDC1 inhibitor	PfGluPho inh	SENP6 block	SENP8 block-2
12	CCOc1cc(N2CCOCC2)c(OCC)cc1NC(=O)c1cccc(N(C)C)c1	-2	6	15	4	5	18	-8	-4
43	OC(CN1CCNCC1)Cn1c2ccccc2c2ccccc21 (stereo not drawn)	4	-2	-5	2	-1	6	-9	1
47	Oc1ccc2[nH]cnc2c1CN1CCCCC1	20	-8	3	0	-8	-8	9	2
